HT1080NT lethal: kills 2HG-producing HT-1080-NT fibrosarcoma cells | HT-1080-NT fibrosarcoma viability, CellTiter-Glo ATP luminescence, 48 h | Potency, µM (highest dose often 46.1 µM), for inactives: top-dose activity, negative = less viability, most hits filed as cytotoxic | hit rate 1.6% among 360,000;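 note: NT is the 2HG producing partner of a matched IDH1 knockdown line; potency is the fitted concentration of half-maximal effect; 0% = DMSO-treated cells and -100% = media-only wells without cells; nearly all actives have a fitted effect of over 55% in size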
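Toxicity toward the 2HG-producing NT line was scored as %Activity, normalised to DMSO and no-cell wells, from CellTiter-Glo luminescence after 48 hours' treatment.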
SW480 rereplic: DNA re-replication induction in SW480 cells; SW480 DNA re-replication, Hoechst DNA content imaging, 48 h; Potency, µM (series often up to 46.1 µM), without a hit: top-dose re-replication activation, hits mostly activators; hit rate 1.8% among 340,000; note: potency is the fitted concentration of half-maximal effect; % of control where 0% means no effect; nearly all actives have a fitted effect of over 55% in size
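Image-based read-out: total Hoechst fluorescence of nuclei (405 nm excitation, 500-530 nm emission), with hits raising the fraction of high-intensity nuclei. SW480 colon cells incubated 48 hr with compounds at 37 C.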
IL1B secr inh: inflammasome signaling inhibition, IL-1 beta readout; THP-1 LPS/ATP IL-1B secretion, AlphaLISA, 16 h; active compounds read low; activity change, % at 57.5 µM; hit rate 4.7% among 360,000; AID 743279; in the data active = activity change below about -50%; inconclusive = mostly about -30% to -49%; note: % is set by controls: 0 for no effect and ±100 for the full control effect
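Secreted IL-1B measured by AlphaLISA bead assay after 16 h compound exposure of THP-1 cells; compounds (final up to 57.5 uM) added 1 h before LPS (250 ng/mL) and ATP (1.25 mM) stimulation; lower signal means less secretion.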
HepG2 tox: counter-screen for TGF-b inhibitors: cytotoxicity in HepG2 cells; Potency, µM (titrated, usually from 46.1 µM), without a hit: at the top dose activity change, negative = cytotoxicity, hits mostly cytotoxic; AID 588856; HepG2 CAGA-GFP viability, ATP luminescence, 18 h; hit rate 0.76% among 410,000; note: potency is the fitted concentration of half-maximal effect; some results filed as inactive show a strong effect at the top dose
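CellTiter-Glo luminescence gave cytotoxicity after 18 hours at 37 degrees C. The cells were HepG2 CAGA-GFP in 1% FBS DMEM, stimulated with 500 pg/mL TGF-beta after compound addition. %Activity was normalised to no-cell wells (complete cell-killing) and DMSO (no toxicity), and curves were fitted and classified.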
ATXN2 expr inh: inhibitors of ATXN2 expression; HEK-293 ATXN2-luciferase reporter, luminescence, 24 h; hit rate 0.72% among 360,000; Potency, µM (top dose mostly 57 µM), inactives show top-dose activity change, negative = inhibition, actives largely listed as inhibitors; note: potency is the fitted concentration of half-maximal effect; % is set by controls: 0 for no effect and ±100 for the full control effect; nearly all actives have a fitted effect of over 55% in size
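ATXN2-luciferase reporter cells (luciferase flanked by upstream and downstream ATXN2 gene portions) were treated 24 h at 37 °C with compounds at up to 57 uM. SteadyGlo luminescence gave expression; GF-AFC fluorescence gave viability.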
KB-3-1 tox: kills parental KB-3-1 adenocarcinoma cells; KB-3-1 viability, CellTiter-Glo ATP luminescence, 72 h; Potency, µM (titrated, usually from 46.1 µM), for inactives: at the top dose activity change, negative = cytotoxic, most hits filed as cytotoxic; hit rate 1.4% among 400,000; AID 1347075; note: potency is the fitted concentration of half-maximal effect; % is set by controls: 0 for no effect and ±100 for the full control effect; nearly all actives have a fitted effect of over 60% in size
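Here the drug-naive KB-3-1 line serves as comparator for MDR sub-line selectivity; cells received compound titrations, 72 h at 37 °C, then CellTiter-Glo readout.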
MCF10A rereplic: inducers of DNA re-replication in MCF 10A breast cells; MCF 10A DNA re-replication, Hoechst nuclear intensity, 48 h; AID 624296; Potency, µM (titrated, usually from 46.1 µM), inactives show top-dose activity, positive = re-replication, usual class: activators; hit rate 2.9% among 350,000; note: potency is the fitted concentration of half-maximal effect; % of control where 0% means no effect; nearly all actives have a fitted effect of over 50% in size
S2 tox: viability counter-screen for ATXN expression inhibitors. S2 cells (HEK-293 line with an ATXN2-luciferase reporter) viability, CellTiter-Fluor protease fluorescence, 24 h. Potency, µM (doses to about 56.7 µM), hits mostly cytotoxic. hit rate 0.49% among 400,000; note: potency is the fitted concentration of half-maximal effect; nearly all actives have a fitted effect of over 40% in size
HT1080 IDH1KD tx: toxicity to HT-1080 IDH1 knockdown cells (counter line); HT-1080 IDH1 knockdown viability, ATP luminescence, 48 h; AID 686971; Potency, µM (top dose mostly 46.1 µM), without a hit: at the top dose activity, negative = toxicity, hits mostly cytotoxic; hit rate 2% among 360,000;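 note: potency is the fitted concentration of half-maximal effect; 0% = DMSO wells and -100% = cell-free medium wells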
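In this qHTS, HT-1080 cells depleted of IDH1 are exposed for 48 h at 37 °C to compound titrations. Toxicity is scored from CellTiter-Glo luminescence, with DMSO as full viability and medium alone as none.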
* hit, by the source's call; i = inactive; ? = inconclusive; nt = no result given; & = joins results of further samples; [ ] = remark or other dose. Unless noted, calls come from the whole dose curve; as a rule, active = well fitted curve in the direction sought with a large enough effect; inconclusive = small, poorly fitted or top-dose-only effect, or another doubt; inactive = no such curve, though single readings can be large; an effect the other way counts as inactive or inconclusive. The order is random, and some 8.9% of all compounds hit somewhere here.

No.	molecule	HT1080NT lethal	SW480 rereplic	IL1B secr inh	HepG2 tox	ATXN2 expr inh	KB-3-1 tox	MCF10A rereplic	S2 tox	HT1080 IDH1KD tx
1	CC(=O)c1c(C(C)=O)c(C)n(-c2nc(-c3ccccc3)c(C)s2)c1C	4%	1%	-10	-17%	-14%	-6%	4%	?	-8%
2	O=C(CCC(=O)N(CC(=O)NC1CCCCC1)c1ccc(F)cc1)Nc1nccs1	1%	11%	2	-12%	-7%	-4%	-13%	i	0%
3	CC(C)Oc1ccc(CNC(=O)C2CCN(C(=O)N3CCOc4ccccc43)CC2)cc1	4%	6%	17	-27%	-7%	-21%	-6%	i	0%
4	CCOC(=O)C1=C(C)Nc2nc(=S)[nH]n2C1c1ccc(Cl)cc1 (stereo not given)	-3%	-8%	-17	-10%	nt	-13%	2%	i	-3%
5	COc1ccc(C)c2sc(N(CCCN(C)C)C(=O)c3ccc(S(=O)(=O)N4CCc5ccccc5C4)cc3)nc12	?	?	-96*	7.1µM*	28µM*	?	16µM*	nt	?
6	COc1cc(C(=O)Nc2nnc(C)s2)c([N+](=O)[O-])cc1OC	2%	-20%	29	14%	-25%	-2%	0%	i	12%
7	NC(=O)c1cc(C(N)=O)nc(Cl)n1	-1%	2%	-8	-23%	nt	?	9%	i	-1%
8	COc1ccc(-n2c(SCC(N)=O)nnc2-c2ccc(NS(=O)(=O)c3ccc(C)cc3)cc2)cc1	?	-5%	-24	-3%	1%	-1%	2%	i	-16%
9	O=P(O)(c1ccc(Cl)cc1)c1ccc(Cl)cc1	21%	-6%	17	7%	-8%	7%	-2%	i	16%
10	CCOC(=O)Nc1ccc2c(COC(=O)CNS(=O)(=O)c3ccc(NC(C)=O)cc3)cc(=O)oc2c1	?	11%	20	2%	2%	?	?	i	?
11	COC(=O)[C@H]1[C@H](CCc2ccccc2)NC(=O)N(Cc2ccccc2)[C@@H]1C	-5%	-1%	17	-22%	-23%	-5%	23%	i	-4%
12	COc1ccc(CNc2ncnc3onc(-c4ccc(F)cc4)c23)cc1	nt	nt	nt	-43%	1%	-33%	nt	i	nt
13	N/C(=N\OC(=O)CN1C(=O)c2ccccc2C1=O)c1ccc(Cl)cc1	22%	-6%	16	-9%	nt	0%	-2%	i	5%
14	CCn1c(=O)n(CC)c2cc(S(=O)(=O)Nc3cc(C)cc(C)c3C#N)ccc21	-1%	-3%	-4	1%	2%	4%	0%	i	-19%
15	O=C(N/N=C/c1ccc(O)cc1)c1cccc(N/N=C/c2ccc(O)cc2)c1	?	3%	0	-17%	-3%	-1%	12%	i	?
16	COc1ccc(S(=O)(=O)N(C(=O)c2ccco2)c2cc3sc(=O)oc3c3ccccc23)cc1	?	?	-100*	-72%	?	?	18µM*	?	?
17	CC1Cc2ccccc2N1C(=O)CN1C(=O)NC(C)(CCc2ccccc2)C1=O (stereo not given)	1%	9%	-16	-39%	5%	nt	4%	i	-8%
18	CC1CCC2C(C1)c1sc(=O)[nH]c1SC2(C)C (stereo not given)	?	2%	11	5%	-5%	-8%	?	i	?
19	O=C(NC[C@@H]1CCCO1)c1cccc2c1C(=O)c1ccc(Cl)cc1S2(=O)=O	-21%	-5%	-54*	-2%	-16%	21%	-30%	?	2%
20	O=C(CSc1nnc(-c2ccco2)n1CC1CCCO1)c1ccc(F)cc1 (stereo not given)	-10%	-3%	-18	-71%	15%	0%	1%[9.22 µM]	i	?
21	OC(c1ccccc1)c1ncc(-c2cccc(C(F)(F)F)c2)[nH]1 (stereo not given)	11%	nt	3	-25%	2%	0%	nt	i	-5%
22	CC(=O)NCc1ccc(S(=O)(=O)NC(C(=O)O)C(C)C)cc1 (stereo not given)	3%	-3%	9	2%	10%	1%	3%	i	13%
23	O=C(O)/C=C/C(=O)NC1CCCCCCCCCCC1	-15%	-9%	-18	-27%	-15%	3%	1%	i	-22%
24	Cc1ccc(C(=O)C(OC(=O)COc2ccccc2C)c2ccccc2)cc1 (stereo not given)	1%	-14%	-1	1%	3%	4%	-182%[0.0737 µM]	i	1%
25	O=C(C[C@H]1C(=O)N(c2ccccc2)C[C@@H]1Cc1ccccc1)Nc1ccc(Br)cc1	-2%	nt	-13	-38%	-24%	5%	nt	i	-17%
26	Nc1cc(Cl)ccc1N1CCCC1	-2%	-3%	7	8%	-18%	15%	7%	i	-12%
27	Cc1ccc(C(C(=O)NC2CCCC2)N(Cc2cccs2)C(=O)c2csnn2)o1 (stereo not given)	14%	2%	-4	-20%	-28%	3%	-3%	i	16%
28	CC1CCCC(NC(=S)Nc2ccc(SC(F)F)cc2)C1C (stereo not given)	?	?	-1	-19%	?	18µM*	?	i	?
29	O=C(Nc1cccc(Cl)c1)c1c(NC(=O)C(F)(F)F)sc2c1CCCC2	nt	nt	nt	11µM*	-45%	?	nt	?	nt
30	COC(=O)c1sc(N)c(C(=O)OC)c1COC(=O)CCNS(=O)(=O)c1ccc(C)cc1	?	1%	?	1%	14%	-1%	-4%	i	?
31	CCOC(=O)[C@@H](C)N(Cc1ccc(OC)cc1)S(=O)(=O)N(Cc1ccccc1)[C@H](C(=O)OC)C(C)C	-21%	2%	17	4%&-2%	-12%	?	?	i	-4%
32	COc1ccccc1NC(=O)c1ccc(NC(=O)Cc2n[nH]c(=O)c3ccccc23)cc1	-4%	-9%	-29	-15%	1%	-6%	2%	i	-24%
33	CCCn1c(SCC(=O)c2cc(C)c(C)cc2C)n[nH]c1=O	-1%	11%	-3	-7%	-8%	-11%	-2%	i	-4%
34	COc1ccc(C(=O)Nc2ccc3c(c2)OCCO3)c(OC)c1	22%	nt	-5	-35%	nt	10%	nt	?	18%
35	CN(C)c1ccc(NC(=S)c2ccc3ccccc3n2)cc1	-6%	-4%	-6	-28%	nt	0%	-6%	i	2%
36	Fc1ccccc1-c1nnc2ccc3ccccc3n12	-8%	7%	5	1%	-7%	-1%	1%	i	1%
37	Cc1ccc(C(=O)NCCc2nnc3ccc(N4CCCC4)nn23)cc1	5%	-9%	8	10%	4%	nt	1%	i	5%
38	CCOC(=O)C1=C(O)C(=O)N(CCCn2ccnc2)C1c1ccc(C)cc1 (stereo not given)	7%	-115%[inhibitor]	12	-6%	0%	0%	-6%	i	9%
39	COc1ccc(-c2c[n+]3c(n2-c2ccccc2)SCC3)cc1	-23%	-4%	-6	-17%	-35%	4.1µM*	-3%	i	?
40	COc1cccc(NC(=O)COC(=O)c2ccccc2C(=O)N2CCN(c3ccccc3)CC2)c1	?	-2%	-14	54%	-10%	-26%	8%	i	-25%
41	O=C1CN(C(=O)CN2CCN(S(=O)(=O)c3ccccc3F)CC2)c2ccccc2N1	-9%	nt	21	-3%	nt	-2%	nt	i	0%
42	CC1c2[nH]c3ccccc3c2C[C@H]2C(=O)N(CCCO)CC(=O)N12 (stereo not given in full)	9%	-61%[inhibitor]	11	-2%	nt	7%	1%	?	6%
43	O=C(COc1ccc(C(=O)NCCc2ccccc2)cc1)Nc1ccccc1	1%	7%	i	-8%	-8%	25%	25%	i	-2%
44	COc1ccc(-c2noc(-c3ccc(N4CCOCC4)c([N+](=O)[O-])c3)n2)cc1	nt	nt	nt	-5%	15%	11%	nt	i	nt
45	C#CCN(CC=C)C(=O)c1cccc(OC2CCN(S(C)(=O)=O)CC2)c1	11%	-1%	27	-4%	1%	-9%	-3%	i	1%
46	CC(=O)NC(C)C(=O)OCC(=O)c1ccc(-c2ccccc2)cc1 (stereo not given)	9%	3%	3	11%	-3%	-5%	0%	i	12%
47	CCN(CC)CCn1c2c(c(SCC(=O)Nc3ccc4c(c3)OCCO4)nc1=O)CCC2	2%	-2%	-11	-6%	21%	10%	0%	i	7%
48	COCCN(C(=O)C1CC(=O)N(Cc2ccc(C)cc2)C1)c1c(N)n(CC(C)C)c(=O)[nH]c1=O (stereo not given)	-26%	-13%	72	-7%	-26%	?	-2%	i	?
49	CCOC(=O)c1[nH]c(C)c(C(=O)OCc2ccccc2F)c1C	12µM*	7.3µM*	19	-22%	-22%	4.6µM*	8.2µM*	i	9.2µM*
50	COc1cccc(NC(=O)CCCN2C(=O)C3CC=CCC3C2=O)c1 (stereo not given)	?	-2%	2	5%	2%	12%	4%	i	10µM*

Next section:
No.	molecule	HT1080NT lethal	SW480 rereplic	IL1B secr inh	HepG2 tox	ATXN2 expr inh	KB-3-1 tox	MCF10A rereplic	S2 tox	HT1080 IDH1KD tx
51	Cc1ccc(C)c(OCCCNCc2ccccc2)c1	1%	-5%	-16	-17%	nt	-7%	14%	i	-1%
52	Cc1ccc(C(=O)Nc2cccc(S(=O)(=O)N3CCCCC3)c2)cc1S(=O)(=O)N1CCOCC1	-12%	-1%	-10	-4%	-16%	0%	7%	i	-6%
53	Cc1cc(C(F)(F)F)nc(SCC(=O)c2cccc([N+](=O)[O-])c2)n1	16%	-3%	-6	-38%	-11%	0%	?	i	23%
54	O=C(COc1ccc([N+](=O)[O-])cc1)Nc1ccccc1N1CCCC1	-4%	10%	0	-30%	nt	-13%	?	i	-4%
55	O=S(=O)(Nc1ncnc2sc3c(c12)CCC3)c1cc(F)ccc1F	0%	-16%	0	3%	nt	0%	3%	?	1%
